Compound activity as filed in PubChem.
Vif-A3F inh – blocks the Vif interaction with APOBEC3F; HeLa A3F-eYFP + Vif (tagged APOBEC3F with the HIV-1 protein that degrades it), YFP fluorescence increase; 390,000 compounds, 0.2% hits; Potency, µM (doses to about 46.1 µM), for the others: at the highest dose activity, negative = active; further: potency means the concentration at half of the fitted maximal effect; % of control where 0% means no effect; nearly all actives have a fitted effect of over 65% in size
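Fluorescence increase (Ex 488/Em 500-530) after overnight compound treatment at 37 deg C flags inhibition of Vif-driven A3F-eYFP loss in stable HeLa A3F-eYFP/Vif cells seeded overnight beforehand.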
mIDH1 inhibitor – inhibitors of human mutant IDH1 R132H. AID 602179. IDH1-R132H enzyme, NADPH consumption, diaphorase/resazurin fluorescence. 390,000 compounds, 0.093% hits. Potency, µM (highest dose often 76.6 µM), for inactives: top-dose activity change, negative = inhibition, hits mostly inhibitors. O75874; further: potency means the concentration at half of the fitted maximal effect; on the % scale 0 is the no-effect control and ±100 the full control effect; nearly all actives have a fitted effect of over 65% in size
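IDH1-R132H (0.5 ug/mL dispensed) in pH 7.5 Tris buffer was preincubated 30 min with compound, then given a substrate mix of 0.016 mM NADPH and 2 mM alpha-KG for 80 min at room temperature; remaining NADPH was read by diaphorase/resazurin fluorescence.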
USP1 inh – inhibitors of human USP1/UAF1 deubiquitinase; Potency, µM (top dose mostly 57.1 µM), inactives show at the highest dose activity change, negative = inhibition, actives largely listed as inhibitors; 390,000 compounds, 0.23% hits; AID 743255; recombinant USP1/UAF1, Ub-Rhodamine cleavage fluorescence; O94782; further: potency means the concentration at half of the fitted maximal effect; on the % scale 0 is the no-effect control and ±100 the full control effect; nearly all actives have a fitted effect of over 60% in size; inactives centre near -12
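Step one: compound is pinned into 1nM USP1/UAF1 in HEPES pH 7.8 buffer with TCEP. Step two: 15 min room-temperature incubation. Step three: Ub-Rho (150nM final) starts cleavage, tracked by fluorescence over six one-minute reads.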
LDHA block – blocks human lactate dehydrogenase A. purified LDHA, NADH/diaphorase-resazurin fluorescence; active compounds read low. P00338. activity change, % (values are at about 110 or 230 µM). 480,000 compounds, 0.15% hits; in the data active means activity change below about -30%; inconclusive means mostly about -25% to -30%;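 further: plate controls were DMSO wells for no effect and wells without enzyme for full effect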
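Enzyme activity of human lactate dehydrogenase 5 (2 nM; 0.06 mM NADH, 0.2 mM pyruvate, 5 min, RT) is measured via a resazurin/diaphorase fluorescence readout of residual NADH.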
GRP78 ERSR act – ER stress response induction in glioma | U87-MG GRP78 promoter luciferase reporter, 16 h | Potency, µM, for inactives: at the top dose activation, actives largely listed as activators | 420,000 compounds, 0.02% hits; further: potency means the concentration at half of the fitted maximal effect; series mostly up to about 76 µM; % of control where 0% means no effect; nearly all actives have a fitted effect of over 35% in size
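ERSR induction read as luciferase luminescence (Bright-Glo, 10 min at room temperature) in stably transfected human U87-MG glioma cells exposed to compounds for 16 h, using GRP78 as sensor.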
TrxR1 inh – blocks rat thioredoxin reductase 1; Potency, µM (doses to about 114 µM), for the others: at the top dose activity change, negative = inhibition, actives largely listed as inhibitors; 390,000 compounds, 1% hits; recombinant rTrxR1, NADPH fluorescence consumption, selenite substrate; O89049; AID 588453; further: potency means the concentration at half of the fitted maximal effect; on the % scale 0 is the no-effect control and ±100 the full control effect; nearly all actives have a fitted effect of over 65% in size
Target sequence (O89049 whole entry, looked up): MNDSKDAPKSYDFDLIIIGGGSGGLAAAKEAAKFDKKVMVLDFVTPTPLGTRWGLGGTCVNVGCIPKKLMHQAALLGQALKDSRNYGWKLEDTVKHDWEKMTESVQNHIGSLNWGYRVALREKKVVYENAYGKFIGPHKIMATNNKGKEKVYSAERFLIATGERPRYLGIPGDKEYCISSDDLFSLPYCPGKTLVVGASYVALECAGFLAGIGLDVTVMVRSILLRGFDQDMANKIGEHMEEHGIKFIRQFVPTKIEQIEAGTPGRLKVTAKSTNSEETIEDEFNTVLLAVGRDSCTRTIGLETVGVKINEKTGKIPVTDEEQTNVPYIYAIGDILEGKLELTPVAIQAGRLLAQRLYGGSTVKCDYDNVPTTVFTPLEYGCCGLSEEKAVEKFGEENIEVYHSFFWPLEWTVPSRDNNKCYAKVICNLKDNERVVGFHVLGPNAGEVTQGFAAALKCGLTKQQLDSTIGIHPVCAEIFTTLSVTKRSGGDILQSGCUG
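Rat TrxR1 (90 nM in the dispensed reagent) was pre-reduced with 400 uM NADPH for 5 min at room temperature, then incubated with compound for 15 min. After 400 uM selenite was added, NADPH fluorescence (Ex 340/Em 450 nm) was followed for 8 min.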
Vif-APOBEC3G blk – blocks the Vif interaction with human APOBEC3G; Q9HC16; HeLa A3G-eYFP + Vif (tagged APOBEC3G with the HIV-1 protein that degrades it), YFP fluorescence, overnight; Potency, µM (series often up to 46.1 µM), for the others: top-dose activity, negative = active, actives largely listed as inhibitors; 410,000 compounds, 0.076% hits;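 further: potency means the concentration at half of the fitted maximal effect; on the % scale 0 is the no-effect control and ±100 the full control effect; nearly all actives have a fitted effect of over 60% in size; hits raise eYFP signal because A3G escapes Vif-driven loss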
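Read-out is eYFP fluorescence (Ex 488/Em 500-530) from Vif-expressing HeLa A3G-eYFP cells; more signal means A3G escaped Vif-mediated degradation. Cells plated overnight, compound pinned in, incubated overnight at 37 deg C.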
RGS4 inhibitor – human RGS4 inhibition; P49798; Potency, µM (titrated, usually from 114 µM), without a hit: at the top dose activity change, negative = inhibition, hits mostly inhibitors; 390,000 compounds, 0.039% hits; Transcreener GDP fluorescence polarization, RGS4-accelerated GTP hydrolysis; AID 504845; further: potency means the concentration at half of the fitted maximal effect; on the % scale 0 is the no-effect control and ±100 the full control effect; nearly all actives have a fitted effect of over 75% in size; some results filed as inactive show a strong effect at the top dose
Target sequence (P49798 whole entry, looked up): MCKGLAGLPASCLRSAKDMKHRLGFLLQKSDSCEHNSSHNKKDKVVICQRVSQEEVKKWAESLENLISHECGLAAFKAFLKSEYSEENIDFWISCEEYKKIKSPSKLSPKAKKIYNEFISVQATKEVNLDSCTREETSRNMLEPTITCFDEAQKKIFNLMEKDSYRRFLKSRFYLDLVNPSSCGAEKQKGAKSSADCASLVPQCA
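MLSMR compounds (23 nl, pin-transferred) preincubated 10 min at room temperature with a 500nM (2x) first reagent, then RGS4 at 900nM (2x) plus Transcreener GDP mix added; fluorescence polarization (620/688 nm) read before and after 90 min at 30 °C.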
TrxR1 substrate – rat thioredoxin reductase 1 substrate activity | purified TrxR1 substrate turnover, NADPH consumption readout | Potency, µM (highest dose often 114 µM), inactives show at the highest dose activity change, negative = substrate turnover | 390,000 compounds, 0.01% hits | AID 588456; further: potency means the concentration at half of the fitted maximal effect; on the % scale 0 is the no-effect control and ±100 the full control effect; nearly all actives have a fitted effect of over 50% in size
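Rat TrxR1, dispensed at 90 nM, was prereduced with 400 uM NADPH (final) for 5 min at ~22 deg C, then incubated with compound 15 min before 400 uM selenite. A first-read NADPH fluorescence drop versus no-compound background flagged substrates.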
* marks the source's active call; other numbers are inactive results; ? = inconclusive; [ ] = another dose, or the depositor's remark. Unless noted, the call rests on the fitted dose curve; in most records, active means well fitted curve in the direction sought with a large enough effect; inconclusive means small, poorly fitted or top-dose-only effect, or another doubt; inactive means no such curve, though single readings can be large; an effect the other way counts as inactive or inconclusive. Only part of the results is shown, so the mix of outcomes need not match the whole.

1) COc1ccc2oc(=O)c(-c3csc(/C(C#N)=C/c4ccc(F)cc4)n3)cc2c1
2) O=[N+]([O-])c1ccc(OCC(O)CN(C2CCCCC2)C2CCCCC2)cc1 (stereo not drawn)
3) O=C(Nc1ccc(N2CCN(C(=O)c3cccs3)CC2)c(Cl)c1)c1ccco1
4) Cc1ccccc1C(=O)NNC(=O)C1CC(=O)N(c2ccc3c(c2)OCCO3)C1 (stereo not drawn)
5) CCCN(CCC)CCCNC(=O)C1c2cc(OC)c(OC)cc2C(=O)N(C)C1c1cccnc1 (stereo not drawn)
6) COc1cc2c(cc1OC)CN(C(=O)c1ccc(-c3ccccc3)cc1)CC2
7) CCCCC(=O)Nc1cccc(NC(=O)c2ccccc2Br)c1
8) Fc1ccc(/C=N/Nc2ncnc3nc[nH]c23)cc1F
Assay by compound,1,2,3,4,5,6,7,8
Vif-A3F inh,?,-8%,-17%,8%,-10%,-5%,1%,0%
mIDH1 inhibitor,8%,4%,0%,0%,1%,12%,12%,11%
USP1 inh,-18%,0%,-4%,-19%,-19%,-31%,-2%,-25%
LDHA block,0,0,1,-8,1,-1,-3,-2
GRP78 ERSR act,-3%,-2%,3%,-1%,2%,-3%,-4%,-3%
TrxR1 inh,?,?,16%,-3%,13%,13%,17%,2%
Vif-APOBEC3G blk,-12%,-1%,-1%,-2%,0%,8%,-24%,0%
RGS4 inhibitor,-12%,14%,10%,-11%,-6%,-5%,10%,-4%
TrxR1 substrate,?,-5%,-8%,-3%,13%,-1%,2%,-2%

9) CN1CCN(C(=O)c2ccc(N(Cc3ccccc3Cl)S(C)(=O)=O)cc2)CC1
10) O=C(c1ccc(=O)oc1)N1CCN(C(c2ccccc2)c2ccccc2)CC1
11) O=C(Cn1[nH]c(=O)c2ccccc2c1=O)NCc1cccnc1
12) CCC(Sc1nc2ccccc2c(=O)n1CCc1ccc(OC)c(OC)c1)C(=O)N(CC)CC (stereo not drawn)
13) Nc1ccccc1-c1nnc(SCC(=O)Nc2ccccc2OC(F)F)[nH]c1=O
14) Cc1oc(-c2ccc(Cl)cc2)nc1CS(=O)CC(=O)N1CCN(c2cccc(C(F)(F)F)c2)CC1 (stereo not drawn)
15) O=C(Cn1c(=O)c2cccn2c2ccccc21)NCc1ccccc1F
16) COc1ccc2c(C)cc(SCC(=O)c3ccc4c(c3)OCO4)nc2c1
Assay by compound,9,10,11,12,13,14,15,16
Vif-A3F inh,-1%,-24%,-5%,10%,4%,7%,6%,0%
mIDH1 inhibitor,0%,0%,3%,13%,1%,-6%,-2%,9%
USP1 inh,-10%,-14%,-20%,-16%,-16%,-9%,-14%,-24%
LDHA block,-6,-6,-9,7,2,7,-12,3
GRP78 ERSR act,-3%,0%,-4%,-2%,-1%,-8%,-2%,2%
TrxR1 inh,7%[57.1 µM],-22%,-3%[57.1 µM],0%[57.1 µM],8%,-3%[57.1 µM],?,-3%
Vif-APOBEC3G blk,-6%,0%,-3%,-1%,1%,-5%,-5%,4%
RGS4 inhibitor,-14%,-7%,-9%,-1%,-16%,-6%,-42%,-11%
TrxR1 substrate,15%,16%,9%[57.1 µM],-9%[57.1 µM],-4%,-4%[57.1 µM],-4%,6%

17) CCOC(=O)[C@@H]1[C@H]2COc3cc(OC)ccc3[C@@H]2N2C(=O)N(c3ccc(C)cc3)C(=O)[C@@]12C
18) COC(=O)c1cc(CSc2ncnc3sccc23)oc1C
19) CN(C)c1ccc(NC2=C([N+](=O)[O-])CS(=O)(=O)C2)cc1
20) Cc1ccccc1C(=O)Nc1cc2c(cc1N1CCOCC1)n(C)c(=O)n2C
21) Cc1c(Cl)ccc2c(C(N)=O)cc(-c3ccccn3)nc12
22) Cc1cc(C(=O)NNc2c(Cl)cccc2Cl)n(C(C)(C)C)n1
23) CCOC(=O)N1CCN(C(=O)CS(=O)Cc2nc(-c3ccc(C)cc3)oc2C)CC1 (stereo not drawn)
24) Cc1c(/C=N/Nc2ccc(C(=O)O)cc2)c2ccccc2n1C
Assay by compound,17,18,19,20,21,22,23,24
Vif-A3F inh,8%,7%,-7%,-4%,2%,9%,11%,0%
mIDH1 inhibitor,4%[38.3 µM],0%,3%,-7%,16%,-3%,-4%,-1%
USP1 inh,-6%,-23%,-8%,3%,-14%,-10%,-6%,-25%
LDHA block,0,0,16,16,-4,-5,-14,-5
GRP78 ERSR act,0%,1%,-1%,-3%,-3%,-1%,-5%,-4%
TrxR1 inh,17%[2.29 µM],?,?,8%,22%[57.1 µM],9%,?,-20%
Vif-APOBEC3G blk,1%,-2%,-3%,-5%,-3%,0%,-1%,-6%
RGS4 inhibitor,25%,-1%,-28%,-19%,5%,4%,10%,10%
TrxR1 substrate,-6%,-7%,-14%,-1%,8%,1%,9%[57.1 µM],-6%

Of the compounds above, ten contain sulfur.
1) COc1ccc2oc(=O)c(-c3csc(/C(C#N)=C/c4ccc(F)cc4)n3)cc2c1
3) O=C(Nc1ccc(N2CCN(C(=O)c3cccs3)CC2)c(Cl)c1)c1ccco1
9) CN1CCN(C(=O)c2ccc(N(Cc3ccccc3Cl)S(C)(=O)=O)cc2)CC1
12) CCC(Sc1nc2ccccc2c(=O)n1CCc1ccc(OC)c(OC)c1)C(=O)N(CC)CC (stereo not drawn)
13) Nc1ccccc1-c1nnc(SCC(=O)Nc2ccccc2OC(F)F)[nH]c1=O
14) Cc1oc(-c2ccc(Cl)cc2)nc1CS(=O)CC(=O)N1CCN(c2cccc(C(F)(F)F)c2)CC1 (stereo not drawn)
16) COc1ccc2c(C)cc(SCC(=O)c3ccc4c(c3)OCO4)nc2c1
18) COC(=O)c1cc(CSc2ncnc3sccc23)oc1C
19) CN(C)c1ccc(NC2=C([N+](=O)[O-])CS(=O)(=O)C2)cc1
23) CCOC(=O)N1CCN(C(=O)CS(=O)Cc2nc(-c3ccc(C)cc3)oc2C)CC1 (stereo not drawn)
Assay by compound,1,3,9,12,13,14,16,18,19,23
Vif-A3F inh,?,-17%,-1%,10%,4%,7%,0%,7%,-7%,11%
mIDH1 inhibitor,8%,0%,0%,13%,1%,-6%,9%,0%,3%,-4%
USP1 inh,-18%,-4%,-10%,-16%,-16%,-9%,-24%,-23%,-8%,-6%
LDHA block,0,1,-6,7,2,7,3,0,16,-14
GRP78 ERSR act,-3%,3%,-3%,-2%,-1%,-8%,2%,1%,-1%,-5%
TrxR1 inh,?,16%,7%[57.1 µM],0%[57.1 µM],8%,-3%[57.1 µM],-3%,?,?,?
Vif-APOBEC3G blk,-12%,-1%,-6%,-1%,1%,-5%,4%,-2%,-3%,-1%
RGS4 inhibitor,-12%,10%,-14%,-1%,-16%,-6%,-11%,-1%,-28%,10%
TrxR1 substrate,?,-8%,15%,-9%[57.1 µM],-4%,-4%[57.1 µM],6%,-7%,-14%,9%[57.1 µM]
